# Screening data deposited in PubChem by several laboratories.
# CAL PDZ inh = inhibitors of human CAL PDZ peptide binding; Q9HD26; purified CAL PDZ, TMR-peptide fluorescence polarization, 1 h; inhibition, % at 20 µM; hit rate 0.02% among 330,000; AID 504414;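 active = highest replicate inhibition of at least 40%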;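 note: plate controls were DMSO neutral control wells for no effect and unlabeled competitor peptide control wells for full effect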
#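 material = purified tagged CAL PDZ domain construct (CerCALP) | buffer or medium = sodium phosphate/NaCl buffer pH 7.4 with TCEP, IgG, Thesit | reagent = TMR-labelled reporter peptide T*-PRC34 bound in PDZ groove | incubation = 1 h room-temperature incubation prior to read | measured by = fluorescence polarization (mP) | evaluation = percent inhibition from loss of millipolarization | control set = unlabelled peptide and DMSO controls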
# Rtt109 Vps75 = C. albicans Rtt109 histone acetyltransferase inhibition; hit rate 0.16% among 330,000; Q5AAJ8; purified Rtt109/Vps75, ThioGlo CoA-SH fluorescence, 4 h; AID 540336; inhibition, % at 34.9 µM;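 active = inhibition of at least 50% in every replicate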
# Target sequence (Q5AAJ8 whole entry, looked up): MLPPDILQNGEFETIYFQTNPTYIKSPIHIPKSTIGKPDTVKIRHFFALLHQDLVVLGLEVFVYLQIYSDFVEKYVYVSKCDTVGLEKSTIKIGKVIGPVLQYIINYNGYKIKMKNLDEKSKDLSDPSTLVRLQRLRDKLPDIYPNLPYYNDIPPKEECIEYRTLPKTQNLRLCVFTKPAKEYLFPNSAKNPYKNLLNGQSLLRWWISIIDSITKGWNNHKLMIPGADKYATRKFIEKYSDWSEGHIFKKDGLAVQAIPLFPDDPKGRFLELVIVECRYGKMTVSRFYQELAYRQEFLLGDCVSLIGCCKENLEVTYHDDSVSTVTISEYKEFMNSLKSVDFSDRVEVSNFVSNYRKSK
# Wnt act = activators of Wnt/beta-catenin signaling; AID 743398; Wnt/beta-catenin reporter cell assay, activator, plate reader; activation, % at 9.35 µM; hit rate 1.2% among 300,000; in the data active = activation above about 30%, passing the limit was not always enough;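 note: 0% = neutral control wells and 100% = positive control wells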
# AddAB inh = less growth of phage-infected E. coli with AddAB; hit rate 0.29% among 330,000; inhibition, % at 11.9 µM; E. coli expressing H. pylori AddAB, absorbance growth; in the data active = inhibition above about 12%;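 note: 0% = vehicle wells of infected cells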
# DAGLB inh = diacylglycerol lipase beta (human) inhibition; inhibition, % at 5.17 µM; hit rate 0.059% among 340,000; HEK293T DAGLB membrane lysate, EnzChek fluorogenic substrate; Q8NCG7; in the data active = inhibition above about 34%;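 note: 0% = enzyme with vehicle and 100% = wells lacking enzyme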
# Target sequence (Q8NCG7 whole entry, looked up): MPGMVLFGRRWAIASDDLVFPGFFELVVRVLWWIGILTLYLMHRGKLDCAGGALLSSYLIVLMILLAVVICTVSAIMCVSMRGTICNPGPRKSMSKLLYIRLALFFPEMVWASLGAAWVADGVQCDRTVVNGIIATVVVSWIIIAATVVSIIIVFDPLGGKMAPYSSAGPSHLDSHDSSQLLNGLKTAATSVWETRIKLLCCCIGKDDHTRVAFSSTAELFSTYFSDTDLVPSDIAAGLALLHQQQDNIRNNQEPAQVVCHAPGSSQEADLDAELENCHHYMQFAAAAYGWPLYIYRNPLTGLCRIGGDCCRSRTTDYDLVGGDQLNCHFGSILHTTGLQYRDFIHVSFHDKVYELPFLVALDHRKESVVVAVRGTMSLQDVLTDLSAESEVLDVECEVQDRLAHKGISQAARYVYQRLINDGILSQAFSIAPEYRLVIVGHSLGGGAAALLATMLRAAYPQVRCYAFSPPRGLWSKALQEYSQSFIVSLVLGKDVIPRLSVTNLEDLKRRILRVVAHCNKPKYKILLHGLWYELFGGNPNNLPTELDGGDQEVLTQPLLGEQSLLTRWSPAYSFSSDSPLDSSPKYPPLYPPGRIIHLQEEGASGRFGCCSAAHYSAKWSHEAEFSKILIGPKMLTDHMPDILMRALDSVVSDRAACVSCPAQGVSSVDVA
# PfHsp90 set2 = inhibits growth of yeast expressing Plasmodium falciparum Hsp90 | S. cerevisiae expressing PfHsp90, BacTiter-Glo ATP, 48 h; yeast lacking PDR1 and PDR3 efflux regulators | inhibition, % at 9.4 µM | hit rate 0.32% among 310,000 | AID 504621;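 active = every replicate shows inhibition above about 80%, whatever the replicate mean, limit read from the data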;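 note: 0% = DMSO neutral controls and 100% = 20 µM radicicol positive controls; yeast relying on Plasmodium falciparum Hsp90 in place of its own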
# Ecoli viability = bacterial growth inhibition, counter-screen for AddAB inhibitors | E. coli V3065 growth, OD600 absorbance, 18 h | inhibition, % at 11.9 µM | hit rate 0.27% among 330,000 | AID 449728;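 active = inhibition above the campaign's mean inhibition across all tested compounds plus 3 SD, cut at about 9.9% in these data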;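 note: uninfected addAB+ strain grown without phage in ampicillin broth; 0% = DMSO wells and 100% = ciprofloxacin 0.95 µg/ml wells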
# PvdQ acylase = P. aeruginosa PvdQ acylase inhibition; purified PvdQ acylase, fluorescence plate reader; inhibition, % at 10 µM; hit rate 0.063% among 340,000; AID 488965; in the data active = inhibition above about 30%, passing the limit was not always enough;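 note: 0% = vehicle neutral wells and 100% = reference inhibitor wells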
# phage Ecoli inh = E. coli growth loss with phage present. growth absorbance. inhibition, % at 11.9 µM. hit rate 0.26% among 360,000. AID 651602; in the data active = inhibition above about 11%
# Tat transport = blocks Tat-dependent protein export in E. coli. hit rate 0.036% among 340,000. E. coli MC4100 TorA-mCherry Tat export, fluorescence. inhibition, % at 10 µM;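 active = mean replicate inhibition at least 50% and at least half of replicates individually reaching 50%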;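 note: exported cargo escapes ClpAP degradation while cytoplasmic cargo is degraded and loses fluorescence; 0% = median of neutral control wells and 100% = median of NaSCN control wells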
# Numbers without * were called inactive; . = no result given. Rows were taken by chance; about 1.9% have a hit in one of these screens.
no.	smiles	Tat transport	CAL PDZ inh	Rtt109 Vps75	phage Ecoli inh	PvdQ acylase	Wnt act	PfHsp90 set2	Ecoli viability	DAGLB inh	AddAB inh
1	Cc1cccc(NC(=O)C2CC(=O)NC(Nc3nc4ccccc4s3)=N2)c1 (stereo not given)	.	.	.	2.2	.	-1	.	-0.9	.	0.5
2	CCOc1cc([N+](=O)[O-])cc(/C=C2/NC(=O)N(Cc3ccccc3F)C2=O)c1O	-1	0.6	15	2.6	-7	-1	25	1.0	25	1.1
3	Cc1ccccc1NC(=O)Cc1nc(COC(=O)c2nc(Cl)ccc2Cl)cs1	8	-0.7	-6	6.4	-5	1	4	-0.2	-3	1.2
4	CCCNC(=O)N(CCOC)CC1CCCN(C2Cc3ccccc3C2)C1 (stereo not given)	-1	-1.2	-15	-0.9	-11	-1	-14	-0.4	0	-1.2
5	CCn1c(CSc2nnc(C)n2-c2ccccc2)nc2cc(S(=O)(=O)N(C)C)ccc21	0	-1.3	-2	2.9	-16	.	2	-0.9	-2	-2.3
6	CCOC(=O)c1c(C2CC2)csc1NC(=O)CSCc1c(C)noc1C	8	-2.0	0	3.4	-11	-4	-2	0.9	-11	2.6
7	CCOC(=O)c1ccc(Nc2nc(C)cc(=O)[nH]2)cc1	-8	-1.7	2	3.4	18	4	13	0.3	3	1.8
8	Cc1c(NC(=O)C(C)OC(=O)/C=C/c2ccco2)c(=O)n(-c2ccccc2)n1C (stereo not given)	0	-0.5	1	-0.3	-15	0	16	-0.7	-2	-2.0
9	COc1ccc(-c2[nH]ncc2CN2CCN(C3CCCCC3)C(=O)C2)cc1F	-3	0.1	-2	2.9	2	-1	2	0.1	-2	-1.6
10	Cc1cc(=O)[nH]c(NN=Cc2c(Cl)cccc2Cl)n1	-1	-2.6	-6	6.3	-14	-3	4	.	1	.
11	COc1ccc(S(=O)(=O)Nc2ccccc2Cl)cc1NC(C)=O	3	-0.1	.	3.6	-4	0	2	-1.8	2	2.0
12	Cc1ccn2c(=O)c(NC(=O)c3ccc(Br)o3)c(C)nc2c1	0	-2.6	6	1.9	-4	0	.	-0.8	6	-0.4
13	CCN1CCN(C2=C(NS(=O)(=O)c3ccc(C)cc3)C(=O)c3ccccc3C2=O)CC1	0	-1.2	2	3.8	-10	1	13	-0.6	3	2.0
14	Cc1ccc(Cc2cc(C)n[nH]c2=O)cc1	.	.	.	2.7	.	-1	.	-1.1	.	4.7
15	COc1ccc2c(C)cc(=O)oc2c1	-6	-0.2	-1	1.3	-12	1	-13	.	0	.
16	COc1cccc(/C=N/n2nnnc2N)c1	8	0.8	-6	4.2	-5	1	3	3.1	-4	2.3
17	CCOC(=O)c1[nH]c2ccccc2c1NC(=O)c1ccc(S(=O)(=O)N2CCOCC2)cc1	-8	-0.8	-1	1.0	-1	0	-14	-0.3	0	1.2
18	CCOC(=O)c1c(C)[nH]c(C)c1C(=O)COC(=O)c1ccc(Cl)c(S(=O)(=O)NCc2ccccc2)c1	4	-2.8	-2	0.8	-11	-3	5	2.0	-3	3.4
19	CN1CCCC1CCOC(C)(c1ccccc1)c1ccc(Cl)cc1 (stereo not given)	12	-1.8	6	3.6	-14	-1	-4	.	0	.
20	COc1ccc(CN2CCN(C(=O)c3ccco3)CC2)cc1	-1	-2.0	-4	3.2	-9	-1	16	0.7	3	2.9
21	CC(C)(C)C(=O)NC(=O)Nc1ccccc1C(F)(F)F	-11	-1.2	9	2.1	-16	1	7	0.3	-1	1.4
22	COc1cccc(CN(C)CC(=O)Nc2sc3c(c2C#N)CCC3)c1	-2	-1.1	3	0.0	-5	-1	10	-2.5	-17	-3.3
23	CC(C)C(=O)NNc1ccccc1	-3	0.8	14	0.8	-12	-5	29	-0.1	-5	0.8
24	CCCn1c(SCC(=O)c2cc(C)n(-c3cc(C)on3)c2C)n[nH]c1=O	-2	-2.6	-1	1.0	6	.	-1	.	3	.

# Compounds 11 through 24, reprinted for reference:
no.	smiles	Tat transport	CAL PDZ inh	Rtt109 Vps75	phage Ecoli inh	PvdQ acylase	Wnt act	PfHsp90 set2	Ecoli viability	DAGLB inh	AddAB inh
11	COc1ccc(S(=O)(=O)Nc2ccccc2Cl)cc1NC(C)=O	3	-0.1	.	3.6	-4	0	2	-1.8	2	2.0
12	Cc1ccn2c(=O)c(NC(=O)c3ccc(Br)o3)c(C)nc2c1	0	-2.6	6	1.9	-4	0	.	-0.8	6	-0.4
13	CCN1CCN(C2=C(NS(=O)(=O)c3ccc(C)cc3)C(=O)c3ccccc3C2=O)CC1	0	-1.2	2	3.8	-10	1	13	-0.6	3	2.0
14	Cc1ccc(Cc2cc(C)n[nH]c2=O)cc1	.	.	.	2.7	.	-1	.	-1.1	.	4.7
15	COc1ccc2c(C)cc(=O)oc2c1	-6	-0.2	-1	1.3	-12	1	-13	.	0	.
16	COc1cccc(/C=N/n2nnnc2N)c1	8	0.8	-6	4.2	-5	1	3	3.1	-4	2.3
17	CCOC(=O)c1[nH]c2ccccc2c1NC(=O)c1ccc(S(=O)(=O)N2CCOCC2)cc1	-8	-0.8	-1	1.0	-1	0	-14	-0.3	0	1.2
18	CCOC(=O)c1c(C)[nH]c(C)c1C(=O)COC(=O)c1ccc(Cl)c(S(=O)(=O)NCc2ccccc2)c1	4	-2.8	-2	0.8	-11	-3	5	2.0	-3	3.4
19	CN1CCCC1CCOC(C)(c1ccccc1)c1ccc(Cl)cc1 (stereo not given)	12	-1.8	6	3.6	-14	-1	-4	.	0	.
20	COc1ccc(CN2CCN(C(=O)c3ccco3)CC2)cc1	-1	-2.0	-4	3.2	-9	-1	16	0.7	3	2.9
21	CC(C)(C)C(=O)NC(=O)Nc1ccccc1C(F)(F)F	-11	-1.2	9	2.1	-16	1	7	0.3	-1	1.4
22	COc1cccc(CN(C)CC(=O)Nc2sc3c(c2C#N)CCC3)c1	-2	-1.1	3	0.0	-5	-1	10	-2.5	-17	-3.3
23	CC(C)C(=O)NNc1ccccc1	-3	0.8	14	0.8	-12	-5	29	-0.1	-5	0.8
24	CCCn1c(SCC(=O)c2cc(C)n(-c3cc(C)on3)c2C)n[nH]c1=O	-2	-2.6	-1	1.0	6	.	-1	.	3	.

# Going on with the list.
no.	smiles	Tat transport	CAL PDZ inh	Rtt109 Vps75	phage Ecoli inh	PvdQ acylase	Wnt act	PfHsp90 set2	Ecoli viability	DAGLB inh	AddAB inh
25	COC(=O)C(C)Sc1nc2c([nH]c3ccccc32)c(=O)n1C (stereo not given)	16	0.2	-5	0.3	5	2	2	-1.5	-5	-0.7
26	CC(C)(C)NC(=O)[C@]1(C)CCC[C@@]2(C)C3CC[C@@]4(C)C[C@]3(CCC21)CC4=O (stereo not given in full)	7	-0.6	7	0.9	2	0	19	0.3	-12	-0.2
27	CN(C(=O)Cn1cc(C(F)(F)F)cc(Cl)c1=O)C1CCS(=O)(=O)C1 (stereo not given)	3	-1.9	-19	2.7	-10	-3	.	0.7	0	2.2
28	COc1ccc(C(CC(=O)c2ccccc2)CC(=O)c2ccccc2)cc1	13	0.0	-1	1.5	-5	-1	-17	-1.2	-8	1.4
29	CN(C)/C=C(/C(=O)c1ccc(Cl)c(Cl)c1)S(C)(=O)=O	3	-0.1	-4	5.5	8	1	8	-1.6	-2	-1.5
30	Cc1ccc(C2C(=O)N(C3CCC(C)CC3)CC(=O)N2C2CCCC2)cc1 (stereo not given)	-7	-0.1	-5	0.0	-12	.	-14	-0.9	-2	-1.6
31	NC(=O)C1CN(C(=O)c2nn(Cc3ccccc3)c(=O)c3ccccc23)c2ccccc2O1 (stereo not given)	-9	-2.6	-1	3.0	-28	-1	-15	.	5	.
32	CC(Oc1cc2oc(=O)c3c(c2cc1Cl)CCC3)C(=O)NCc1ccccn1 (stereo not given)	5	-0.2	-5	3.6	-9	0	22	0.5	2	2.4
33	CCOC(=O)c1ccc(NC(=O)CN2C(=O)C3C4C=CC(C4)C3C2=O)cc1 (stereo not given)	3	0.3	0	3.8	-13	-3	0	-0.9	-3	0.2
34	CC(C)(C)c1ccc(-n2ncc3c2CCCC3NC(=O)CN2CCCCC2=O)cc1 (stereo not given)	-1	-1.9	-5	2.8	5	0	-4	-0.6	0	2.2
35	COc1ccc(C(=O)NCCCOc2cccnc2)cc1OC1CCN(C(C)=O)CC1	-4	-1.7	5	-2.6	-2	0	13	0.1	-2	2.8
36	CC1(C)Cc2c(sc3c2C2=NCCN2C=N3)CS1	-4	-0.9	-17	1.9	-16	.	47	-1.0	-1	1.1
37	CCOc1ccccc1Cn1c(=O)sc2ccccc21	-1	-1.8	16	3.0	10	-9	-4	-0.9	-4	4.2
38	CCN(CC(=O)Nc1c(F)cccc1F)C(=O)Cc1ccc(S(=O)(=O)N2CCOCC2)s1	1	-2.3	-8	4.3	-13	-5	.	.	2	.
39	CC1C/C(=N\NC(=O)c2cccnc2)CC(C)(C)C1 (stereo not given)	0	-0.1	-3	0.8	5	-1	-10	-0.8	-1	-0.8
40	Cc1noc(C)c1COc1ccc(C(=O)N2CC(C)CC(C)C2)cc1 (stereo not given)	5	0.1	-3	1.4	-5	1	15	0.3	1	0.8
41	CCN1C(=O)C(CC(=O)Nc2ccc(F)cc2)N(Cc2ccc3c(c2)OCO3)C1=S (stereo not given)	7	-0.7	0	0.2	0	-3	-33	1.9	-3	2.0
42	CSc1ncccc1C(=O)OCC(=O)NCCc1ccccc1	3	-0.3	1	3.8	-15	-3	-14	2.1	-2	2.5
43	CC(=O)Nc1ccc(-c2csc(NNC(=O)c3ccc(C)cc3)n2)cc1	-8	1.0	.	2.7	-14	-1	-1	-0.5	-1	-1.6
44	COc1ccc(OCCSc2nc3ccccc3n2CC(=O)O)cc1	-6	-1.7	7	0.2	5	.	9	-0.4	4	-0.7
45	COc1ccccc1/C=C1\SC(=S)N(CCC(=O)N2CCN(C)CC2)C1=O	2	-2.5	-5	0.6	8	-3	-57	0.3	-3	-0.8
46	CC1=C(c2ccccc2)[N+](=O)C2(CCCC2)N1[O-]	-17	-0.4	2	5.4	-2	2	17	0.0	-3	1.9
47	CCOc1cc(/C=N\Nc2nc(Nc3ccccc3)nc(N3CCOCC3)n2)ccc1OC(=O)c1ccco1	-3	-1.9	-1	4.2	-4	.	-66	0.7	-5	1.6
48	O=C1c2ccccc2C(=O)N1CCCCON1C(=O)c2ccccc2C1=O	-1	-0.9	-14	0.2	-12	.	-25	1.9	-1	3.6
49	CCOC(=O)C1(CCc2ccccc2)CCN(C(=O)[C@@H]2C[C@@H](C)NC(=S)N2)CC1	-7	-0.5	11	5.2	-19	-1	-1	0.5	2	0.3
